# Bioassay records (PubChem)
# TRHR enhancer: qHTS for Small Molecule Agonists and Allosteric Enhancers of Human TRH Receptor: Primary Screen for Enhancers. Thyrotropin-releasing hormone receptor (Homo sapiens), P34981. TRHR cells, fluo-8 calcium fluorescence, EC20 TRH enhancement. enhancement, % at 2 µM. 360,000 compounds, 0.66% hits; in the data active = enhancement above about 30%; also: 0% is about no effect
#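 Enhancer read-out: after compound pinning and an initial kinetic agonist-mode read, an EC20 of TRH (10 nM final) was injected and fluo-8 calcium signal (Ex 480/Em 530) followed at 1 s/cycle for 100 cycles in TRHR-expressing cells.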
# Pin1 inh: qHTS Assay to Find Inhibitors of Pin1; Pin1 FP peptide displacement, HiFluor488, 10 min; Potency, µM (series often up to 115 µM), without a hit: at the highest dose activity, negative = inhibition, actives largely listed as inhibitors; 390,000 compounds, 0.009% hits; active = well fitted inhibition curve with a large enough effect in the polarisation, with a control signal flat, not every such curve was filed as active; inconclusive = small, poorly fitted or top-dose-only effect, or effect the other way, or a change in a side signal; inactive = no such curve, though single readings can be large or run the other way; the % refers to the polarisation; also: potency is read from the fitted curve at half-maximal effect; % is scaled to controls: 0 for no effect and ±100 for the full control effect
# Target sequence (Q13526 whole entry, looked up): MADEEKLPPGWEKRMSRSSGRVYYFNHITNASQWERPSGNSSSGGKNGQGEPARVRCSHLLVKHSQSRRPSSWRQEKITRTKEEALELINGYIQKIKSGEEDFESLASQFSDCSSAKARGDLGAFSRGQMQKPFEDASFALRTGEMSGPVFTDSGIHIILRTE
# IDH1 R132H inh: qHTS for Inhibitors of mutant isocitrate dehydrogenase 1 (IDH1): qHTS; IDH1-R132H enzyme, NADPH consumption, diaphorase/resazurin fluorescence; 390,000 compounds, 0.093% hits; Isocitrate dehydrogenase [NADP] cytoplasmic (Homo sapiens), O75874; Potency, µM (series often up to 76.6 µM), without a hit: at the top dose activity change, negative = inhibition, actives largely listed as inhibitors; AID 602179, 2012; also: potency is read from the fitted curve at half-maximal effect; % is scaled to controls: 0 for no effect and ±100 for the full control effect; nearly all actives have a fitted effect of over 65% in size
#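 IDH1-R132H (0.5 ug/mL dispensed) in pH 7.5 Tris buffer was preincubated 30 min with compound, then given a substrate mix of 0.016 mM NADPH and 2 mM alpha-KG for 80 min at room temperature; remaining NADPH was read by diaphorase/resazurin fluorescence.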
# D2 agonist: HTS Assay for Allosteric Agonists of the Human D2 Dopamine Receptor: Primary Screen for Agonists; D(2) dopamine receptor (Homo sapiens), P14416; AID 485358, 2010; HEK293 T-REx D2 cells, calcium flux agonist mode; 340,000 compounds, 0.53% hits; activation, % at 2 µM;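 active = activation over 3 SD above normal in the single-dose calcium agonist read, cut at about 30% in these data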; also: 0% is about no effect
#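 HEK293 Trex D2 cells, tetracycline-induced, o/n 30 C 5% CO2; no-wash Ca dye, RT 30–90 min; 10-cycle baseline, 23 nl cpd added, kinetic Ca read 180 s; agonist hits = positive Ca response.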
# TrxR1 substrate: qHTS Assay for Substrates of Mammalian Selenoprotein Thioredoxin Reductase 1 (TrxR1): qHTS; Thioredoxin reductase 1, cytoplasmic (Rattus norvegicus), O89049; 390,000 compounds, 0.01% hits; purified TrxR1 substrate turnover, NADPH consumption readout; AID 588456, 2011; Potency, µM (series often up to 114 µM), for the others: top-dose activity change, negative = substrate turnover; also: potency is read from the fitted curve at half-maximal effect; % is scaled to controls: 0 for no effect and ±100 for the full control effect; nearly all actives have a fitted effect of over 50% in size
#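 Rat TrxR1, dispensed at 90 nM, was prereduced with 400 uM NADPH (final) for 5 min at ~22 deg C, then incubated with compound 15 min before 400 uM selenite. A first-read NADPH fluorescence drop versus no-compound background flagged substrates.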
# TRHR ag: qHTS for Small Molecule Agonists and Allosteric Enhancers of Human TRH Receptor: Primary Screen for Agonists | 360,000 compounds, 0.18% hits | TRHR cells, calcium flux fluo-8, FDSS agonist mode | activation, % at 2 µM | Thyrotropin-releasing hormone receptor (Homo sapiens), P34981 | AID 493084, 2011; in the data active = activation above about 30%; also: 0% is about no effect
#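 Steps: seed TRHR cells overnight; add fluo-8 no-wash Ca dye, RT 30 min–1.5 h; record 10 s baseline; pin-transfer compounds; monitor fluorescence 1 cycle/s for the agonist window. Calcium increases flag candidate agonists.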
# USP1-UAF1 inh: Inhibitors of USP1/UAF1: Primary Screen; Ubiquitin carboxyl-terminal hydrolase 1 (Homo sapiens), O94782; recombinant USP1/UAF1, Ub-Rhodamine cleavage fluorescence; Potency, µM (series often up to 57.1 µM), for the others: at the highest dose activity change, negative = inhibition, usual class: inhibitors; 390,000 compounds, 0.23% hits; AID 743255, 2014; also: potency is read from the fitted curve at half-maximal effect; % is scaled to controls: 0 for no effect and ±100 for the full control effect; nearly all actives have a fitted effect of over 60% in size; inactives centre near -12
# Target sequence (O94782 whole entry, looked up): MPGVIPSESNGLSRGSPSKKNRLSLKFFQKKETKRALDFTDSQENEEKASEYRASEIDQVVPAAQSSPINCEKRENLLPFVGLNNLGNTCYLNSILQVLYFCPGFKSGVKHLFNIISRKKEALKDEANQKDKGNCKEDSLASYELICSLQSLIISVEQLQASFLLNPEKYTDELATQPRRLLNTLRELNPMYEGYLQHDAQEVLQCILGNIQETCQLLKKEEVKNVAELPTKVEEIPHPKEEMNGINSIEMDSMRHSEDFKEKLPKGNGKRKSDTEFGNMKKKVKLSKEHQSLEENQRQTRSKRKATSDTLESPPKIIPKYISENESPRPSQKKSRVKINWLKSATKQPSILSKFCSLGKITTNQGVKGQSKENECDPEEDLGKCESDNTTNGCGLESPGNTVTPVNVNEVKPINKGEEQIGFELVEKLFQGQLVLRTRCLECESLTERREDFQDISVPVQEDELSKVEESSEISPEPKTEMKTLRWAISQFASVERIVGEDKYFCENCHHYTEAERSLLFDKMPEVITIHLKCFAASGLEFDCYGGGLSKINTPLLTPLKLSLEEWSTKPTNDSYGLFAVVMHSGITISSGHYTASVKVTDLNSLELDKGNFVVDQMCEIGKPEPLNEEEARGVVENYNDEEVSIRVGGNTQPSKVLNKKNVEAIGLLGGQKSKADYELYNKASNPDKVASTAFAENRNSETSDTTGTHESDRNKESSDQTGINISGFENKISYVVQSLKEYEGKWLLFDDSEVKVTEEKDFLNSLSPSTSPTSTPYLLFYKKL
#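 In this screen, compounds sit with the deubiquitinase complex (1nM) for 15 min at room temperature before Ub-Rho is added at 150nM final. Fluorescence rise is then followed for 6 reads every 60 seconds.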
# D2 antag: HTS Assay for Allosteric Antagonists of the Human D2 Dopamine Receptor: Primary Screen for Antagonists; HEK293 TREx D2 cells, calcium flux, dopamine EC80; 340,000 compounds, 2% hits; AID 485344, 2010; D(2) dopamine receptor (Homo sapiens), P14416; inhibition, % at 10 µM; in the data active = inhibition above about 30%; also: 0% is about no effect
#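 Read-out: kinetic calcium fluorescence (1 cycle/s) in inducible HEK293 T-REx D2 cells after an EC80 dopamine addition that followed 180 s compound preincubation. Loss of the dopamine response indicates antagonism.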
# rTrxR1 inhibitor: qHTS Assay for Inhibitors of Mammalian Selenoprotein Thioredoxin Reductase 1 (TrxR1): qHTS; 390,000 compounds, 1% hits; recombinant rTrxR1, NADPH fluorescence consumption, selenite substrate; AID 588453, 2011; Thioredoxin reductase 1, cytoplasmic (Rattus norvegicus), O89049; Potency, µM (top dose mostly 114 µM), for the others: at the top dose activity change, negative = inhibition, hits mostly inhibitors; also: potency is read from the fitted curve at half-maximal effect; % is scaled to controls: 0 for no effect and ±100 for the full control effect; nearly all actives have a fitted effect of over 65% in size
#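 Rat TrxR1 (90 nM in the dispensed reagent) was pre-reduced with 400 uM NADPH for 5 min at room temperature, then incubated with compound for 15 min. After 400 uM selenite was added, NADPH fluorescence (Ex 340/Em 450 nm) was followed for 8 min.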
# The depositor's hits bear a star; ? = inconclusive; · = no result given; & = joins results of further samples; [ ] = remark or other dose. Unless noted, calls follow the shape of the dose curve; as a rule, active = well fitted inhibition curve with a large enough effect; inconclusive = small, poorly fitted or top-dose-only effect; inactive = no such curve, though single readings can be large or run the other way. The list is partial. The share of hits here may be higher or lower than overall.
canonical_smiles	D2 antag	rTrxR1 inhibitor	TrxR1 substrate	TRHR enhancer	Pin1 inh	IDH1 R132H inh	TRHR ag	USP1-UAF1 inh	D2 agonist
CCOC(=O)c1c(C)[nH]c(C)c1S(=O)(=O)N1CCC(C(=O)NCc2ccccc2Cl)CC1	·	3%[57.1 µM]	-2%[57.1 µM]	-5	2%	-2%	0.1	1%	-0.2
CC(=O)NC(NC(C)=O)c1ccc(Br)cc1	-4	4%	0%	4	-7%	4%	-0.2	-8%	0.5
C=C[C@@H]1c2cccc(C)c2N(S(=O)(=O)c2ccc(C)cc2)[C@H](c2ccccc2)C1(C#N)S(=O)(=O)c1ccccc1 (some centres not stated)	·	?	16%	·	39%[activator]	2%	·	-1%	·
COc1ccc(/C=N/NC(=O)CNC(=O)/C=C/c2ccccc2OC)cc1	-6	12%[57.1 µM]	5%[57.1 µM]	3	0%	-2%	-0.6	-16%	-0.2
COc1ccc(CCNC(=O)C/C(C)=N/NC(=O)C(c2ccccc2)c2ccccc2)cc1OC	-10	11%[57.1 µM]	2%[57.1 µM]	-2	-10%	5%	-0.3	-1%	-1.6
COC(=O)[C@H](Cc1c[nH]c2ccccc12)NC(=O)Nc1ccccc1OC	-14	0%[57.1 µM]	6%[57.1 µM]	5	-5%	3%	0.0	-10%	0.6
Cc1ccccc1NC(=O)COC(=O)c1ccc(S(C)(=O)=O)c([N+](=O)[O-])c1	17	2.5µM*	2%&0%	-3	3%&6%	-5%	-0.4	-15%	0.1
CN1CCN(NC(=O)c2ccc(Cl)c(S(=O)(=O)Nc3ccc(Cl)cc3)c2)CC1	-12	-5%	-11%	-4	-3%	0%	0.4	4%	0.7
Nc1c(C(=O)N2CCCCC2)sc2nc3c(cc12)CCCC3	14	-7%	1%	0	1%	11%	-0.2	-5%	0.3
COc1cc(CC(=O)N/N=C/c2ccccc2)c([N+](=O)[O-])cc1OC	77*	·	·	-7	·	·	-1.1	·	-1.1
CCC1COCCS(=O)(=O)N1Cc1cccc(C(F)(F)F)c1 (configuration not stated)	6	22%[57.1 µM]	13%[57.1 µM]	12	?	-4%	-1.7	13%	0.7
Cc1ccc(N=Cc2c(O)n(C)c(=O)n(C)c2=O)nc1	-3	-1%	-2%	2	4%	-2%	0.0	-30%	0.3
O=C(NCCc1ccccc1)c1cc(S(=O)(=O)N2CCOCC2)ccc1F	-6	-6%	-7%	-10	-1%	14%	-0.4	-3%	0.2
O=C(CN1C(=O)c2ccccc2C1=O)N1CCN(c2nnc(-c3ccccc3)c3ccccc23)CC1	·	5%	0%	2	2%	9%	-0.8	-5%	·
COc1ccc2[nH]c(=O)c(CN(c3ccccc3OC)S(=O)(=O)c3ccccc3)cc2c1	·	22%	20%	-3	11%	5%	-0.3	?	·
CC(=O)NCC(=O)OCc1ccc([N+](=O)[O-])cc1	·	1%	0%	-3	-8%	9%	-0.6	-1%	·
O=C(NCCNC(=O)c1ccccn1)c1cccc(F)c1	-7	34%	8%	2	-5%	3%	1.6	-12%	2.0
O=C(O)/C(=C\c1ccc(Cl)c([N+](=O)[O-])c1)c1ccc(S(=O)(=O)N2CCCC2)s1	8	-24%	-16%	4	-13%	1%	-0.2	-14%	-1.1
CCOC(=O)CNC(=O)N1CCc2cc(S(=O)(=O)N3CCC(C)CC3)ccc21	·	7%	-1%	-1	-2%	·	-0.1	-10%	-0.5
CC(C)(C)c1ccc(OCCOCCn2c(-c3ccc(Cl)cc3)nc3ccccc3c2=O)cc1	·	7%	-2%	10	-15%	5%	-0.9	-7%	-2.3
CCSc1nc2sc3c(c2c(=O)n1-c1ccccc1)CCN(C)C3	8	0%	3%	16	17%	3%	0.4	-14%	3.9
Cc1ccc(Cn2c(/C=C/c3ccco3)nc3ccccc32)cc1	-1	7%	-2%	-4	2%	3%	17	-10%	4.2
COC(=O)C1=C(C(=O)OC)C2(OC1c1ccc(Br)cc1)C(=O)c1ccccc1C2=O (configuration not stated)	-38	-9%	9%	-2	0%	1%	-0.6	-27%	0.3
CCOc1ccc(OCCC(=O)OCC(=O)Nc2cccc(S(=O)(=O)N3CCCCC3)c2)cc1	·	8%	-9%	·	?	-5%	·	-4%	·

# Compounds listed so far containing bromine (two):
canonical_smiles	D2 antag	rTrxR1 inhibitor	TrxR1 substrate	TRHR enhancer	Pin1 inh	IDH1 R132H inh	TRHR ag	USP1-UAF1 inh	D2 agonist
CC(=O)NC(NC(C)=O)c1ccc(Br)cc1	-4	4%	0%	4	-7%	4%	-0.2	-8%	0.5
COC(=O)C1=C(C(=O)OC)C2(OC1c1ccc(Br)cc1)C(=O)c1ccccc1C2=O (configuration not stated)	-38	-9%	9%	-2	0%	1%	-0.6	-27%	0.3

# (list continues)
canonical_smiles	D2 antag	rTrxR1 inhibitor	TrxR1 substrate	TRHR enhancer	Pin1 inh	IDH1 R132H inh	TRHR ag	USP1-UAF1 inh	D2 agonist
O=C(/C=C/c1ccc(OCc2cccc(Cl)c2)cc1)N1CCOCC1	-8	6%	-3%	-1	0%	6%	-0.5	-22%	-0.3
Cc1cccc2nc(CSc3nnnn3-c3ccccc3)cn12	3	15%	1%	3	6%	-3%	-0.3	-1%	-0.2
Cc1cc(NC(=O)C2CCCN(S(=O)(=O)c3cccc4nonc34)C2)ccc1Br (configuration not stated)	·	17%	6%[0.457 µM]	-5	?	-1%	-1.3	-2%	0.4
COc1cc(/C=N/NC(=O)c2ccc3c(c2)OCCO3)c(Br)c(Br)c1O	0	-1%	-8%	6	?	9%	-0.7	-3%	-0.4
Cc1ccc(-n2nc3c(c2NC(=O)c2ccc4c(c2)OCO4)CS(=O)C3)cc1 (configuration not stated)	·	?	2%	-10	-2%	14%	-0.1	-17%	·
Cc1nc([N+](=O)[O-])cn1CC(=O)c1ccc(F)cc1	10	-2%[57.1 µM]	-10%	2	3%	2%	-0.1	0%	-0.6
CCc1ccccc1NC(=O)Cn1c(=O)n(-c2ccc(CC(=O)NCC3CCCO3)cc2)c(=O)c2ccccc21 (configuration not stated)	·	-3%&6%	2%&-3%	-9&16	-2%&-2%	1%&5%	0.1&1.6	-2%&-9%	0.7
COc1ccc(CCNC(=O)CSCc2c(F)cccc2Cl)cc1OC	4	3%	-3%	-4	0%	-15%	-1.5	-8%	1.7
Cc1cc(SCC(=O)N(C)C2CCS(=O)(=O)C2)nc2c(C)cccc12 (configuration not stated)	2	13%	-2%	-6	-8%	0%	-0.8	-16%	0.1
CCN(CC)c1ccc(NC(=O)CCCCCN2C(=O)c3ccccc3C2=O)cc1	1	15%	0%	12	3%	5%	-0.7	-7%	0.1
Cc1ccc(OCC(O)CN2CCN(c3ccccn3)CC2)c(C)c1 (configuration not stated)	64*	16%[57.1 µM]	-5%[57.1 µM]	-6	1%	7%	-0.1	-16%	71*
CCN(C[C@H]1N[C@@](C)(C(=O)OC)[C@H]2C(=O)N(Cc3ccccc3)C(=O)[C@@H]12)C(=O)COC	·	9%	0%	·	5%	-2%[38.3 µM]	·	-11%	·
CCOC(=O)C1CCN(C(=O)c2cccnc2)CC1	-2	1%	1%	0	-2%	1%	0.2	-9%	-0.1
O=C(NCc1ccccc1Cl)c1ccc(Cn2cc(C(F)(F)F)ccc2=O)cc1	·	10%[57.1 µM]	1%[57.1 µM]	·	1%	5%	·	-6%	·
COc1ccc(-c2noc(CN3CCCCC3)n2)cc1OC	-3	8%	-5%	5	-1%	8%	0.1	-2%	-0.6
C[C@H](NC(=O)c1nc[nH]c1C(=O)NCc1ccccc1)C(=O)OC(C)(C)C	·	13%	0%	11	1%	-6%	-0.6	-16%	·
O=C(COC(=O)c1ccc(O)cc1)Nc1ccccc1	9	-34%	-14%	6	-1%	9%	0.9	-9%	0.8
COC(=O)c1cccc(S(=O)(=O)N2CCCC2)c1	15	-9%	-3%	2	4%	0%	0.2	0%	1.0
CCOC(=O)c1c(C)oc2c1c(C=NCc1ccccn1)c(O)c1ccccc12	13	-31%	-22%	1	-6%	0%	2.7	?	5.9
CCCC(=O)Nc1c2c(nn1-c1ccc(OC)cc1)CS(=O)(=O)C2	-5	-4%	-7%	9	-7%	-4%	-0.4	-2%	0.7
COCCNC(=O)c1snc2ccc(Cl)cc12	-9	9%	17%	0	8%	1%	0.2	?	-2.5
CCCc1[nH]nc2c1C(c1cccnc1)C(C#N)=C(N)O2 (configuration not stated)	-28	-9%	-6%	-3	1%	0%	-0.2	-12%	0.2
Cc1ccc(S(=O)(=O)N2CCN(CC(=O)NC(C)c3ccccc3)CC2)cc1 (configuration not stated)	-6	-7%	-11%	4	-2%	5%	-0.2	-11%	-0.8
Cc1cc(=O)c2cc3nc(-c4cccnc4)oc3c(Br)c2o1	-12	·	·	8	·	·	-0.5	·	0.7
